Assay outcomes (PubChem)
RMI FANCM FP: inhibitors of human RMI core complex binding to FANCM MM2; Fluorescence polarization, RMI core complex with F-MM2 peptide; stronger effect = lower value; FP signal (polarization) at 33 µM; hit rate 0.58% among 70,000; AID 1159607; in the data active means FP signal below about 40; further: inactives centre near 61; strong numbers were not always called active; unit not given here
The depositor's hits bear a star; & = joins results of further samples. These rows are one share of the data, so the mix of outcomes need not match the whole.

no.	SMILES	RMI FANCM FP
1	COc1ccc(Cl)cc1S(=O)(=O)Nc1ccc2c(c1)N(C(=O)C(C)(C)C)CC2	68
2	O=C(Nc1nc(CCC(=O)N2CCc3ccccc32)cs1)c1ccc[nH]c1=O	53
3	O=C(COc1cccc(Br)c1)Nc1ccc(N2CCCCC2)cc1	65
4	O=C1c2cc(S(=O)(=O)N3CCOCC3)ccc2-c2ccc(S(=O)(=O)N3CCOCC3)cc21	61
5	O=C(CSc1nccn1-c1ccc([N+](=O)[O-])cc1)Nc1ccc2c(c1)OCO2	61
6	N#CC(C#N)=CNc1cc(C(F)(F)F)ccc1N1CCCC1	44
7	O=C(CCCSc1ccc(NC(=O)C2CC2)nn1)Nc1ccc(Cl)c(Cl)c1	73
8	CC(C)(C)c1ccc(NC(=O)N2CCN(CCN3CCOCC3)CC2)cc1	58&52

New compounds follow
no.	SMILES	RMI FANCM FP
9	O=C(Cc1csc(Nc2ccccc2)n1)NCc1ccco1	64
10	CCOC(=O)c1ccc(NC)c(N)c1	56
11	COc1ccccc1N1CCN(CCNC(=O)c2ccco2)CC1	62
12	CN1C(=O)CCc2cc(NS(=O)(=O)c3ccc(F)cc3F)ccc21	55
13	CCOC(=O)c1ccsc1NC(=O)c1cc(C)nn1CC	68
14	O=C(Nc1cccc(-c2ccc3nncn3n2)c1)c1cccc([N+](=O)[O-])c1	59
15	O=C(NCCn1ncccc1=O)Nc1ccc2c(c1)OCO2	64
16	CC(C)(C)NC(=O)Cn1nc(-c2ccco2)c2sc(N3CCCC3)nc2c1=O	65

Some of these compounds in order of their number in RMI FANCM FP, highest first:
cpd | Structure | RMI FANCM FP
13 | CCOC(=O)c1ccsc1NC(=O)c1cc(C)nn1CC | 68
16 | CC(C)(C)NC(=O)Cn1nc(-c2ccco2)c2sc(N3CCCC3)nc2c1=O | 65
15 | O=C(NCCn1ncccc1=O)Nc1ccc2c(c1)OCO2 | 64
12 | CN1C(=O)CCc2cc(NS(=O)(=O)c3ccc(F)cc3F)ccc21 | 55

Compounds above containing a nitro group on carbon:
no.	SMILES	RMI FANCM FP
5	O=C(CSc1nccn1-c1ccc([N+](=O)[O-])cc1)Nc1ccc2c(c1)OCO2	61
14	O=C(Nc1cccc(-c2ccc3nncn3n2)c1)c1cccc([N+](=O)[O-])c1	59

(list continues)
no.	SMILES	RMI FANCM FP
17	O=[N+]([O-])/C=C/c1ccco1	65
18	CCCc1cc(=O)[nH]c(SCc2nc(-c3cc(Br)ccc3OC)oc2C)n1	58
19	CCOC(=O)Nc1ccc2c(c1)N(C(=O)c1cccs1)CCC2	71
20	COc1ccc(Cl)cc1C(=O)Nc1c(C)nc2ccc(Cl)cn2c1=O	59
21	CCOc1ccccc1NC(=O)Cn1c(=O)n(Cc2cccs2)c(=O)c2ncccc21	63
22	O=C1Cc2cc(NC(=O)C3CCCC3)ccc2N1	55
23	COc1cccc2sc(N3CCN(C(=O)CSc4ccc(Cl)cc4)CC3)nc12	76
24	COC(=O)c1ccc2c(=O)n(CCC(=O)NCC(C)c3ccccc3)c(=S)[nH]c2c1 (stereo not drawn)	85

More structures follow:
no.	SMILES	RMI FANCM FP
25	Cc1nc2ccc(NC(=O)c3ccccc3Cl)cc2c(=O)n1-c1ccc(F)cc1	62
26	COC(=O)c1ccccc1NC(=O)c1c[nH]c2c(C(F)(F)F)cccc2c1=O	55
27	COc1cc(OC)cc(C(=O)Nc2cccc(-c3cn4c(C)csc4n3)c2)c1	87
28	CCOC(=O)CNC(=S)Nc1ccccc1N	56
29	Cc1ccccc1C(N)C(=O)O (stereo not drawn)	69
30	CCOC(=O)N1CCN(C(=O)Cn2nc3n(c(=O)c2=O)CCN3c2ccccc2)CC1	56
31	C=CCc1c(C)nc(OCC(=O)OCC)c(C#N)c1C	58
32	CC(CC(=O)Nc1ccc(F)cc1)n1cncn1 (stereo not drawn)	63

Remaining list, next part:
no.	SMILES	RMI FANCM FP
33	Nc1ccccc1-c1nnc(SCC(=O)c2ccc(F)cc2)o1	68
34	O=c1c(-c2ccccc2)c(O)c2cccc3c4c(n1c23)CCCC4	45
35	O=C(NNc1c([N+](=O)[O-])cc(C(F)(F)F)cc1[N+](=O)[O-])c1ccco1	52
36	CC1C(=O)N2CCCc3cc(NC(=O)C(=O)NCc4ccc5c(c4)OCO5)cc1c32 (stereo not drawn)	53
37	Cc1ccc(-c2ccc(N3CCN(S(C)(=O)=O)CC3)nn2)cc1C	71
38	O=C(NCCO)C(=O)Nc1ccc(Cl)c(N2CCCS2(=O)=O)c1	66
39	Cc1ccc(C)c(CSc2ncnc3ccccc23)c1	58
40	COc1ccccc1C(=O)NN1C(=O)/C(=C\C(C)=C\c2ccccc2)SC1=S	70

Going on with the list.
no.	SMILES	RMI FANCM FP
41	O=S(=O)(N=S1CCN(S(=O)(=O)c2ccc(Cl)cc2)CC1)c1ccc(Cl)cc1	56
42	Cc1ccc(-c2csc3nc(SCC(=O)Nc4cccc5ccccc45)n(-c4ccccc4)c(=O)c23)o1	74
43	C=CCn1c(SCc2ccc(C(=O)NCCO)cc2)nc2ccccc2c1=O	63
44	Cc1cccc(Cn2nc3n(Cc4ccccc4)c(=O)c4ccc(C(=O)NCC(C)C)cc4n3c2=O)c1	111
45	Nc1nc(SCC(=O)Nc2ccc(F)cc2)ncc1S(=O)(=O)c1ccc(Cl)s1	91
46	CCOC(=O)C1CCN(C(=O)c2cc([N+](=O)[O-])ccc2Oc2ccc(OC)cc2)CC1	60
47	CC1CCN(c2csc3ccc(Cl)cc3c2=O)CC1	64
48	O=C(/C=C/c1ccc(Cl)cc1)NCc1ccccc1	54

The listing continues:
no.	SMILES	RMI FANCM FP
49	CN1CCN(c2nc3ccc(NC(=O)C4COc5ccccc5O4)cc3s2)CC1 (stereo not drawn)	63
50	CCOC(=O)c1c(-c2ccccc2)oc2c1cc(OC(=O)c1ccc(Cl)cc1)c1ccccc12	56
51	CC(=O)C(C=Nc1cc(C(F)(F)F)cc(C(F)(F)F)c1)=C(C)O	56
52	NS(=O)(=O)c1ccc(NC(=O)Cc2csc(SCc3ccc(Cl)cc3)n2)cc1	74
53	CCOC(=O)c1c(NC(=O)c2ccc(OCC)cc2)sc2c1CCC(C)C2 (stereo not drawn)	71
54	O=C(c1ccccc1)N(CCn1cccn1)c1nc2ccccc2s1	62
55	O=C(CSc1nc2c(-c3ccccc3)c[nH]c2c(=O)n1C1CC1)NC1CCCC1	120
56	COc1ccc(C)c2sc(NC(=O)c3ccc(-c4ccccc4)cc3)nc12	70

Next part
no.	SMILES	RMI FANCM FP
57	CCOC(=O)c1sc(SCC(=O)c2ccc(Cl)cc2)nc1C	63
58	CCCCCNC(=O)C(=O)Nc1ccc(OC)cc1	63
59	C#CCn1c(=NC(=O)C2CCCN2S(=O)(=O)c2ccc(Cl)s2)sc2cc(F)cc(F)c21 (stereo not drawn)	80
60	Cc1cccc(Oc2ccc(N3C(=O)c4ccc(Br)cc4C3=O)cc2)c1C	57
61	c1ccc(-c2csc3nnc(SCc4ccc5c(c4)OCCO5)n23)cc1	74
62	Cc1cccc(NCN2C(=O)CCC2=O)n1	54
63	CCOC(=O)/C(C#N)=C/c1ccc(N(C)C)cc1Cl	56
64	Clc1ccc(-c2cnn3c(-n4ccnc4)cc(-c4ccccc4)nc23)cc1	61

(cont.)
no.	SMILES	RMI FANCM FP
65	O=C(Nc1nc2cc3c(cc2s1)OCO3)c1ccc([N+](=O)[O-])s1	65
66	Cc1cc(O)c(C(c2cccc(Cl)c2)N2CCN(C)CC2)c(=O)n1Cc1ccco1 (stereo not drawn)	57
67	N[C@@H](Cc1cnc[nH]1)C(=O)O	60
68	CSc1cccc(NC(=O)/C=C/c2ccc(C(C)C)cc2)c1	60
69	COc1ccc(C(=O)COc2coc(CN3CCc4ccccc4C3)cc2=O)cc1	59
70	Cn1c(=O)[nH]c(=O)c2c1nc(NC(Cc1ccccc1)C(=O)O)n2CC(O)COc1ccc(Cl)cc1 (stereo not drawn)	62
71	Cc1cc(C)nc(Nc2ccc(NS(=O)(=O)/C=C/c3ccccc3)cc2)n1	59
72	O=C(NCc1cccnc1)c1csc(Nc2ccccc2)n1	65

Part of the list above in order of SMILES length, descending:
no.	SMILES	RMI FANCM FP
70	Cn1c(=O)[nH]c(=O)c2c1nc(NC(Cc1ccccc1)C(=O)O)n2CC(O)COc1ccc(Cl)cc1 (stereo not drawn)	62
66	Cc1cc(O)c(C(c2cccc(Cl)c2)N2CCN(C)CC2)c(=O)n1Cc1ccco1 (stereo not drawn)	57
67	N[C@@H](Cc1cnc[nH]1)C(=O)O	60

(continued)
no.	SMILES	RMI FANCM FP
73	Cc1ccc(C)c(OCC(=O)N2CCC(C)CC2)c1	67
74	Cc1cc(S(=O)(=O)NCCNc2ccc(C(F)(F)F)cc2[N+](=O)[O-])c(C)cc1Cl	24
75	Cc1cc(NC(=O)c2sc3ccccc3c2Cl)n(C(C)C)n1	68
76	CC1(C)Cc2cccc(OCC(=O)NCCn3ncc4c(N5CCOCC5)ncnc43)c2O1	65
77	O=C(CCCCCn1c(=S)[nH]c2ccccc2c1=O)NCCc1ccccc1	58
78	CCOC(=O)Nc1ccc2c(c1)N(C(=O)c1cccs1)CC2	71
79	O=C(Nc1ccc2scnc2c1)C1CCCN1S(=O)(=O)c1ccc(Cl)cc1 (stereo not drawn)	68
80	CC(=O)N1CCC(C(=O)Nc2ccc(N3CCOCC3)cc2)CC1	62

Further entries.
no.	SMILES	RMI FANCM FP
81	CCOc1ccc(S(=O)(=O)c2cnc(SCC(=O)Nc3ccc(C)c(Cl)c3)[nH]c2=O)cc1	68
82	Cc1ccc(N(C)S(=O)(=O)c2ccsc2-c2nc(-c3cccc(Cl)c3)no2)cc1F	56
83	CC(C)COC(=O)c1ccc(NC(=O)c2cccs2)cc1	71
84	COc1ccc(C(=O)NNC(=O)c2ccc(=O)n(Cc3ccc(Cl)cc3)c2)cc1OC	60
85	C=CCNc1nn(CC(=O)Nc2cc(C)ccc2OC)c(N)c1-c1nc(-c2ccc(Cl)cc2)no1	100
86	O=C(CCS(=O)(=O)c1ccc(Cl)cc1)Nc1nnc(-c2cc(Cl)ccc2Cl)o1	78
87	Cc1nc(CSc2nc3[nH]ncc3c(=O)n2-c2ccccc2)cs1	73
88	Fc1cccc(Cl)c1CSc1cn(Cc2ccc(Br)cc2)c2ccccc12	59

Going on with the list:
no.	SMILES	RMI FANCM FP
89	COc1cccc(C(=O)Nc2cc(C)nn2-c2nc3ccccc3s2)c1OC	64
90	COC(=O)CSc1ccc(NC(C)=O)nn1	67
91	Cc1ccc(/C=C(/C#N)C(=O)Nc2ncc(Cc3cc(Cl)ccc3Cl)s2)o1	115
92	CC(=O)Nc1ccc(S(=O)(=O)NCC(c2ccsc2)N2CCN(C)CC2)cc1 (stereo not drawn)	60
93	CCOc1cn(C)c(C(=O)NCCc2ccc(F)cc2)cc1=O	59
94	COC(=O)c1ccc(NC(=O)C23CC4CCC2(C)C4(C)CO3)cc1 (stereo not drawn)	62
95	Cc1ccc(NC(=O)c2n[nH]c3ccccc23)cc1C	51
96	COc1ccccc1-c1ccc(N2CCN(C(=O)Nc3ccc(F)cc3F)CC2)nn1	68

The list goes on:
no.	SMILES	RMI FANCM FP
97	CN(C)CCN(C(=O)c1ccn(C)n1)c1nc2ccc(Cl)cc2s1	83
98	COC(=O)Nc1ccc(S(=O)(=O)N2CCCCC2C(=O)O)cc1 (stereo not drawn)	53
99	COc1ccccc1N1CCN(CCNC(=O)c2ccc(S(=O)(=O)N(C)C)cc2)CC1	63
100	CC(=O)c1ccn(S(=O)(=O)c2ccc(C)cc2)c1	68
101	O=C(OCCS(=O)(=O)c1ccc(C(F)(F)F)cn1)c1cccc(Cl)c1	49
102	NC(=O)Cc1csc(NC(=O)c2csc(Nc3ccccc3)n2)n1	61
103	CSc1sc(-c2nc(C)cs2)c(C)c1-c1ccnc(=S)[nH]1	50
104	COc1ccc(Cl)cc1S(=O)(=O)Nc1ccc2c(c1)N(C(C)=O)CC2	79

Other compounds
no.	SMILES	RMI FANCM FP
105	O=C1CC(=O)N(c2ccccc2)N1c1ccccc1	62
106	OC(CSc1nccc(-c2ccc3c(c2)OCCO3)n1)C(F)(F)F (stereo not drawn)	66
107	CCc1ccc(-n2cc(-c3ccccc3)nc2SCC(=O)N(c2ccccc2)C(C)C)cc1	60
108	Cc1ccc(-n2nc3c(c2NC(=O)C(=O)NC(C)c2ccccc2)CSC3)c(C)c1 (stereo not drawn)	52
109	COc1cc(Cn2cc(CC(=O)O)c3ccccc32)cc(OC)c1	65
110	COc1cccc(C(=O)NCC(c2ccsc2)N(C)C)c1OC (stereo not drawn)	67
111	CCOC(=O)c1ccc(N=Cc2ccc(OC(=O)c3ccccc3OC(C)=O)cc2)cc1	61
112	COc1ccc(N2CCN(CCNS(=O)(=O)c3ccccc3Cl)CC2)cc1	62

Following part
no.	SMILES	RMI FANCM FP
113	COc1cc2c(cc1OC)C(COc1ccc(C(C)C)cc1)N(C(=O)C13CC4CC(CC(C4)C1)C3)CC2 (stereo not drawn)	59
114	Cc1cc(C(=O)NC2CCN(Cc3c(F)cccc3Cl)CC2)nn1-c1ccccc1	56
115	NCc1ccccc1CC(=O)N[C@@H]1C(=O)N2C(C(=O)O)=C(CSc3nnnn3CC(=O)O)CS[C@H]12	62
116	CCNC(=O)Nc1cn(CC)c2ccccc12	63
117	Fc1ccc(-c2nnc(Nc3ccc4ccccc4c3)c3ccccc23)cc1	76
118	FC(F)(F)Oc1ccc(-c2nnc(-c3ccncc3)o2)cc1	54
119	COc1ccc(C)cc1NC(=O)CCc1csc(NC(=O)c2ccc[nH]c2=O)n1	61
120	O=C(NCC1CCN(Cc2ccco2)CC1)C(=O)Nc1ccc(F)c(Cl)c1	129

(further entries)
no.	SMILES	RMI FANCM FP
121	Cc1cccc(S(=O)(=O)Nc2cccc(Cl)c2)c1	56
122	O=C(CCc1ccccc1)Nc1ccc2c(c1)CN(C(=O)c1ccccc1)CC2	67
123	CSc1c(C#N)c(N)nc2sc(C(=O)c3ccc(OC(F)F)cc3)c(N)c12	54
124	CC(=O)N1CCCc2ccc(NC(=O)c3ccc(F)cc3)cc21	55
125	O=S(=O)(c1cc(Cl)ccc1Cl)N1CCN(c2ccc3nncn3n2)CC1	70
126	OC(COCc1ccc(Cl)cc1)CN1CCc2ccccc2C1 (stereo not drawn)	65
127	Cc1csc(NC(=O)c2csc3nc(-c4ccc(F)cc4)cn23)n1	62
